# EBI2 antag = EBI2 receptor antagonists, beta-arrestin recruitment, primary screen, cell-based, luminescence, 7a,25-OHC stimulation, uHTS | G-protein coupled receptor 183 (Homo sapiens), P32249 | 7a,25-OHC stimulated | inhibition, % at 5 µM | actives 0.81% (n = 360,000); in the data active = inhibition above about 38%;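 also: enzyme fragment complementation signal reports receptor beta-arrestin coupling in cells; 0% = agonist plus DMSO wells and 100% = wells without agonist; some results beyond the cut were filed as inactive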
# ATG4B inhibitor = ATG4B protease inhibitors, primary screen, biochemical, fluorescence, uHTS; Cysteine protease ATG4B (Homo sapiens), Q9Y4P1; actives 0.51% (n = 340,000); ATG4B cleavage of LC3-PLA2, NBD-HPC fluorescence, 1 h; AID 504462, 2011; inhibition, % at 8.33 µM; in the data active = inhibition above about 40%
# APJ ag = agonists of human apelin receptor APJ, primary screen, CHO-K1 cells, PathHunter beta-arrestin, luminescence; P35414; 0% DMSO wells, 100% apelin; activation, % at 20 µM; actives 0.11% (n = 330,000);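 active = activation more than six SD over the plate average, tested at 20 µM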;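 also: 0% = DMSO alone and 100% = apelin-13 at 10 nM; some results filed as inactive read as strong as hits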
# Target sequence (P35414 whole entry, looked up): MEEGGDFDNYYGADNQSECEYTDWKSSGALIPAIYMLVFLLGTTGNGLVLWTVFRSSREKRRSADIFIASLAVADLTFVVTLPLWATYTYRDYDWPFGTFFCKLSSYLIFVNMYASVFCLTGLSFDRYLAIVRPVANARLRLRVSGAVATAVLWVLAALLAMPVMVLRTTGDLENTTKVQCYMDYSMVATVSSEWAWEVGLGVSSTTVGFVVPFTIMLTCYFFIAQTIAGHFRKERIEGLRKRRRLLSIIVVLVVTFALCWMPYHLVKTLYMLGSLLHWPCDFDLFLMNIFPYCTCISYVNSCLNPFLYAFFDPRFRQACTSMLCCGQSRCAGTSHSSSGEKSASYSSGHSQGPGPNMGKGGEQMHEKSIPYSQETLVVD
#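 system = engineered CHO-K1 APJ arrestin reporter cells | input = 1000 cells per well | timing = overnight seeding, 90 min compound at 25 °C, 1 h detection | measured by = enzyme-fragment complementation luminescence | read-out = beta-arrestin recruitment to APJ as agonist activity, luminescent signal | control set = negative DMSO alone, positive Apelin-13 at 10 nM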
# UBC13 polyUb = UBC13 polyubiquitin chain formation inhibitors, primary screen, biochemical, TR-FRET, uHTS; Ubiquitin-conjugating enzyme E2 N (Homo sapiens), P61088; inhibition, % at 20 µM; actives 0.47% (n = 330,000); in the data active = inhibition above about 45%, passing the limit was not always enough
# Target sequence (P61088 whole entry, looked up): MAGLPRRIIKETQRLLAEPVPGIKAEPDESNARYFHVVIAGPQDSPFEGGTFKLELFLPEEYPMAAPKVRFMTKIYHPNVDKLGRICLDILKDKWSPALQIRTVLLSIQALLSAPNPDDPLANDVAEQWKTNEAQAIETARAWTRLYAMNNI
# Gli-Sufu antag = Gli-Sufu pathway antagonists, primary screen, luciferase luminescence, Sufu-KO-LIGHT cells, uHTS; actives 0.74% (n = 340,000); inhibition, % at 5 µM; Sufu-KO-LIGHT fibroblasts, Gli luciferase reporter luminescence; AID 588413, 2011;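 active = inhibition above about 55%, limit read from the data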;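 also: 0% = DMSO-treated cells and 100% = wells with medium but no cells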
# CCR6 antag = CCR6 receptor antagonists, primary screen, cell-based, CHO-K1, luminescence, beta-arrestin, uHTS; CHO-K1 CCR6 PathHunter beta-arrestin, CCL20-stimulated; C-C chemokine receptor type 6 (Homo sapiens), P51684; inhibition, % at 20 µM; actives 0.49% (n = 340,000);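 active = compounds whose inhibition of the agonist-driven luminescence signal at 20 µM reaches about 50%, limit read from the data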;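 also: cells stimulated with CCL20 at 14 nM final; plate controls were DMSO with CCL20 for no effect and DMSO without agonist for full effect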
# Target sequence (P51684 whole entry, looked up): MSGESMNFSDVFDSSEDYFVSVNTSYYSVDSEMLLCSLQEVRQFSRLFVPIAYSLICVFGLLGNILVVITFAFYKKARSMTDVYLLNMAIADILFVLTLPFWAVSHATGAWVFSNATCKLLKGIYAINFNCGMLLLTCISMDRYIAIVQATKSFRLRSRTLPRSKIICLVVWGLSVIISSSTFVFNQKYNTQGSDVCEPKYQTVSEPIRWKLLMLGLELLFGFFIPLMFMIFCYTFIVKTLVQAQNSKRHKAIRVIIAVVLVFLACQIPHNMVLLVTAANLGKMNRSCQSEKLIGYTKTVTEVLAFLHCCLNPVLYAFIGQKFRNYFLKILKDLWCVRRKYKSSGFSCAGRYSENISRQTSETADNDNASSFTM
# CXCR6 inh = CXCR6 receptor inhibitors, primary screen, cell-based, beta-arrestin, luminescence, CHO-K1 PathHunter, 1536-well; C-X-C chemokine receptor type 6 (Homo sapiens), O00574; inhibition, % at 20 µM; actives 0.36% (n = 360,000); in the data active = inhibition above about 34%, passing the limit was not always enough;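 also: antagonist mode with CXCL16 agonist at 10 nM final; 0% = 10 nM CXCL16 with DMSO and 100% = unstimulated wells without agonist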
# APJ antag = antagonists of human apelin receptor APJ, primary screen, CHO-K1 cells, beta-arrestin complementation, luminescence; P35414; actives 0.32% (n = 330,000); inhibition, % at 20 µM; AID 2521, 2010;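 active = inhibition above about 40% at 20 µM, limit read from the data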;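 also: cells challenged with 10 nM apelin-13 agonist together with compound; plate controls were apelin-13 plus DMSO wells for no effect and DMSO wells lacking apelin-13 for full effect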
# Numbers without * were called inactive.
SMILES,EBI2 antag,ATG4B inhibitor,APJ ag,UBC13 polyUb,Gli-Sufu antag,CCR6 antag,CXCR6 inh,APJ antag
O=C(c1ccc(Cl)cc1Cl)N1CCSCC1,-6.5,-7.9,0.6,2.2,0.3,3.3,-18.3,12.5
COC(=O)C1=C(C)N(Cc2ccccc2)C(=NCc2ccco2)N[C@H]1c1cccc(F)c1,-2.0,3.3,-3.9,30.4,14.7,10.5,10.0,10.2
Cc1ccc(S(=O)(=O)N2CCN(CN3C(=O)CC4(CCCC4)C3=O)CC2)cc1,0.7,7.6,-7.6,4.1,-3.9,3.9,-4.2,0.7
CC(C)(C)c1csc(Sc2ncccc2[N+](=O)[O-])n1,-2.9,1.9,8.1,1.6,2.8,4.3,4.2,-26.9
CC(=O)N/C(=C/c1ccc2c(c1)OCO2)C(=O)NCCO,-10.7,-0.6,-3.0,-14.8,31.6,2.2,7.7,-11.1
CCS(=O)(=O)c1ccc(O)c(NC(=O)c2cc(-c3ccccn3)nc3ccccc23)c1,-2.2,-8.8,-0.4,2.8,-4.6,5.7,-3.7,3.5
CCn1cc([N+](=O)[O-])c(C(=O)N2CCN(C(=O)c3ccco3)CC2)n1,-10.1,-4.1,-3.7,-6.7,-13.9,9.2,-1.2,6.3
CC(C)(C)C(=O)NC(=O)Nc1ccccc1C(F)(F)F,0.7,4.9,-2.8,-3.2,-2.7,0.5,-0.6,1.1
COC(=O)c1sc(NC(=O)c2ccc(Cn3cc(Cl)cn3)o2)c(C#N)c1C,-1.7,-11.8,3.0,5.3,15.0,6.8,-2.6,6.2
O=C(Nc1cccc(NC(=O)c2cccc(F)c2)c1)c1ccccc1,5.4,5.1,-4.2,0.6,-6.0,15.5,-13.9,-1.7
CCN(c1ccccc1)S(=O)(=O)c1csc(C(N)=O)c1,-7.4,-0.8,2.1,6.1,11.0,-2.5,7.7,8.8
CC(C)(C)n1nc2c(c1NC(=O)c1ccc(Br)o1)CS(=O)C2 (centres undefined),-3.2,-1.9,1.8,0.0,-1.7,-7.8,-0.4,13.3
Cc1[nH]c(=O)[nH]c(=O)c1/C=N/NC(=O)[C@@H](NC(=O)OC(C)(C)C)C(C)C,-16.9,-9.8,-2.8,-8.7,0.2,4.9,-5.0,3.6
COc1ccccc1CNc1ccccc1F,3.3,-8.2,-3.3,7.4,-9.7,5.7,-2.9,-1.9
CCC(=O)NC(Cc1ccccc1)c1nc2ccccc2[nH]1 (centres undefined),-8.9,2.9,-2.3,-6.1,4.2,-5.2,-0.6,-19.9
CCC(=O)NCCc1nc2ccccc2n1Cc1ccc(C)cc1,-9.0,-7.5,-2.8,0.2,-1.2,0.8,-3.4,8.4
Cc1ccc(NC(=O)c2cccs2)cc1[N+](=O)[O-],-10.4,3.1,-3.1,-2.0,-1.0,7.4,-4.0,10.2
CCOC(=O)C1=C(C)OC(N)=C(C#N)C1c1cc(OC)c2c(c1)OCO2 (centres undefined),4.1,-4.0,-4.1,0.0,10.8,6.4,14.8,6.1
O=C(COC(=O)CCS(=O)(=O)c1ccc(Cl)cc1)NCCc1ccc(Cl)cc1Cl,-0.5,-5.6,0.0,-3.5,-8.9,12.2,-4.6,-5.5
COc1ccc(/C=N/NC(=O)c2ccc3c(c2)OCO3)c(C(=O)O)c1OC,-8.8,-4.8,-0.1,-13.4,-2.0,3.7,1.7,0.6
CCN1CCN(c2ccc(S(=O)(=O)N3CCOCC3)cc2NC(=O)c2ccc(C)cc2C)CC1,10.5,-2.8,-3.8,27.4,1.4,1.5,-3.3,-0.9
CC(=O)CCC(=O)OCC(=O)c1ccc(C(F)(F)F)cc1,5.2,-11.0,-14.0,1.5,3.1,31.7,8.7,30.9
CCN(CC)S(=O)(=O)c1cc(C(=O)c2nccn2C)ccc1Cl,4.7,7.9,-0.9,-3.0,-11.6,12.7,5.2,-0.5
Nc1cc(C(=O)OCC(=O)NCCCc2ccccc2)ccc1Cl,-11.2,-3.7,-2.6,5.3,-7.2,4.1,3.7,11.0
O=C(Oc1cccc(NC(=O)c2ccco2)c1)c1cccc(S(=O)(=O)N2CCCCC2)c1,0.2,-1.6,-1.6,1.8,-2.2,12.8,-1.8,-2.6
CC1CN(C(=O)COC(=O)c2ccc(Cl)c(S(=O)(=O)N3CCCCC3)c2)CC(C)O1 (centres undefined),2.9,-6.1,-1.3,-9.7,2.1,12.2,8.2,-4.5
Cc1c(Cl)c([N+](=O)[O-])nn1CCCC(=O)N(Cc1ccccc1)Cc1ccccc1,2.0,52.5*,-3.2,10.6,31.6,22.2,7.5,10.5
O=C(c1ccc(Cl)cc1)N(c1ccccn1)C1CCCCC1,0.8,0.0,-3.0,2.5,-3.0,14.0,-5.1,11.0
COc1ccc(-c2nnc(SCC(=O)NCc3ccco3)o2)cc1,0.1,-3.6,2.0,-3.1,-1.4,-18.5,-10.2,12.0
CCc1nc2ccc(C)cc2c(C(=O)NC2CCCCC2C)c1C (centres undefined),4.6,-17.9,1.0,-15.4,5.5,3.1,5.9,-10.5

# Arranged by number of heavy atoms (lowest first): some entries from above
SMILES,EBI2 antag,ATG4B inhibitor,APJ ag,UBC13 polyUb,Gli-Sufu antag,CCR6 antag,CXCR6 inh,APJ antag
Cc1ccc(NC(=O)c2cccs2)cc1[N+](=O)[O-],-10.4,3.1,-3.1,-2.0,-1.0,7.4,-4.0,10.2
CC(C)(C)c1csc(Sc2ncccc2[N+](=O)[O-])n1,-2.9,1.9,8.1,1.6,2.8,4.3,4.2,-26.9
CCN(c1ccccc1)S(=O)(=O)c1csc(C(N)=O)c1,-7.4,-0.8,2.1,6.1,11.0,-2.5,7.7,8.8
CC(=O)N/C(=C/c1ccc2c(c1)OCO2)C(=O)NCCO,-10.7,-0.6,-3.0,-14.8,31.6,2.2,7.7,-11.1
O=C(c1ccc(Cl)cc1)N(c1ccccn1)C1CCCCC1,0.8,0.0,-3.0,2.5,-3.0,14.0,-5.1,11.0
CCN(CC)S(=O)(=O)c1cc(C(=O)c2nccn2C)ccc1Cl,4.7,7.9,-0.9,-3.0,-11.6,12.7,5.2,-0.5
CCC(=O)NCCc1nc2ccccc2n1Cc1ccc(C)cc1,-9.0,-7.5,-2.8,0.2,-1.2,0.8,-3.4,8.4
O=C(Nc1cccc(NC(=O)c2cccc(F)c2)c1)c1ccccc1,5.4,5.1,-4.2,0.6,-6.0,15.5,-13.9,-1.7
Cc1ccc(S(=O)(=O)N2CCN(CN3C(=O)CC4(CCCC4)C3=O)CC2)cc1,0.7,7.6,-7.6,4.1,-3.9,3.9,-4.2,0.7
O=C(COC(=O)CCS(=O)(=O)c1ccc(Cl)cc1)NCCc1ccc(Cl)cc1Cl,-0.5,-5.6,0.0,-3.5,-8.9,12.2,-4.6,-5.5
COC(=O)C1=C(C)N(Cc2ccccc2)C(=NCc2ccco2)N[C@H]1c1cccc(F)c1,-2.0,3.3,-3.9,30.4,14.7,10.5,10.0,10.2

# New compounds follow.
SMILES,EBI2 antag,ATG4B inhibitor,APJ ag,UBC13 polyUb,Gli-Sufu antag,CCR6 antag,CXCR6 inh,APJ antag
COc1ccc(/C=C/C(=O)OCC(=O)NC(C)CCc2ccccc2)cc1 (centres undefined),12.8,-3.8,-2.2,-0.4,1.2,15.1,6.0,5.9
CCNC(=S)Nc1ccc(-c2nc3ccccc3[nH]2)cc1,-3.3,7.1,-1.5,12.3,-69.8,-6.4,-2.5,-6.0
Cc1cnc(C(=O)OCC(=O)Nc2cc(S(=O)(=O)N3CCCCC3)ccc2Cl)cn1,-5.5,-7.9,-2.9,-1.1,0.0,15.9,-2.4,20.2
S=C(N/N=C/c1ccc(Cl)cc1)N1CCOCC1,-1.2,0.9,-7.5,6.8,-5.2,55.1*,39.0,40.9*
CCc1cccc(C)c1NC(=O)CCN1C(=O)NC(C)(C)C1=O,-14.1,-2.7,-3.6,-11.4,-16.3,-4.4,-1.2,-25.9
CCN(CC(=O)Nc1ccccc1C(=O)Nc1ccccc1)Cc1nc2ccccc2c(=O)[nH]1,-0.6,-0.3,1.3,2.7,3.8,2.5,2.4,3.8
O=C1/C(=C/c2ccco2)SC(=S)N1CC1CCCO1 (centres undefined),4.6,3.7,0.5,-2.9,23.3,10.9,-2.7,5.1
O=C(/C=C/c1ccc(F)cc1)N1CCN(S(=O)(=O)/C=C/c2ccccc2)CC1,94.6*,0.2,0.0,-0.9,4.8,22.7,2.3,-24.2
OCCC1CCCCN1CC(O)COCc1ccc(Cl)cc1 (centres undefined),-6.4,-4.1,-0.1,5.7,36.0,-1.1,7.9,6.4
O=C(c1ccc([N+](=O)[O-])cc1)N1CCN(c2ncc(Br)cn2)CC1,19.8,-6.2,-5.3,4.2,3.6,2.5,0.7,9.5
Cc1c(C)c2ccc(OCC(=O)Nc3ccc(CN4CCOCC4)cc3)cc2oc1=O,15.2,-1.4,0.5,11.8,-8.7,2.7,-25.2,-3.0
Cc1cn2c(=O)c(C(=O)N3CCN(c4ccccc4F)CC3)cnc2s1,-7.3,11.2,1.6,-1.3,-7.0,-8.5,-3.9,9.1
OC1(c2ccc(Br)cc2)CCNCC1,-14.9,-10.6,-3.1,-1.1,-8.3,-29.5,-4.6,22.5
CSc1ccccc1NC(=O)CN(C)C(=O)C1CC(=O)N(C(C)c2ccccc2)C1 (centres undefined),-10.8,-3.3,-5.0,0.5,-0.5,10.2,6.3,14.8
CCSc1nnc(NC(=O)/C=C/c2ccco2)s1,-10.0,-5.5,-2.7,-5.5,-13.3,12.0,-4.2,-8.8
CCc1ccc(OCCNC(=O)c2ccc(S(=O)(=O)N(C)C)cc2)cc1,63.7*,-0.9,-4.0,17.1,1.4,-0.9,-6.2,0.8
CCOC(=O)[C@@H]1[C@H]2COc3ccc(Br)cc3[C@@H]2N2C(=O)N(c3ccccc3)C(=O)[C@]12C,9.5,-11.7,0.2,-3.2,-7.4,11.4,1.1,-3.3
C=CCNCCCCOc1ccc(OCC)cc1,-0.9,-9.0,2.0,-2.1,5.6,14.1,3.6,12.3
COc1ccccc1N1CCN(c2ccc(S(=O)(=O)N3CCN(C)CC3)cn2)CC1,-1.6,-3.1,-0.8,-5.8,-2.9,10.9,-2.3,14.7
Cc1ccc(CN2CCN(Cc3ccc4cccc(F)c4n3)CC2CCO)cc1 (centres undefined),-6.4,3.1,-1.6,-1.3,15.6,10.6,-4.4,-22.4
CCc1cccc(NC(=O)Cn2ncn3c(cc4ccccc43)c2=O)c1,1.1,-11.4,3.0,-3.4,9.8,8.9,-5.1,6.2
Cn1c(=O)[nH]c(=O)c2c1nc(NCCc1ccccc1)n2CC(O)COc1ccccc1 (centres undefined),8.4,-7.7,-3.4,-8.6,1.0,11.2,0.6,-29.6

# Source: PubChem BioAssay
